HTR5A ag ctr: activates human HTR5A in OPRM1-OPRD1 agonist counter-screen | P47898 | HTR5A agonist assay, luminescence, cell-based | activation, % at 9.3 µM | hit rate 0.61% among 340,000 | AID 504692; in the data active = activation mostly above about 9.5%, no sharp cut-off; inactive = mostly below about 7.6%;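 also: 0% = cells with vehicle only and 100% = reference agonist; strong numbers were not always called active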
SUMO Mot1 rescue: inhibitors of SUMOylation pathway: yeast Mot1-301 growth rescue; S. cerevisiae Mot1-301 growth rescue, ATP luminescence, 38.5C; percent above DMSO median, 100 means doubled; growth rescue, % at 18.8 µM; hit rate 1% among 320,000; AID 2716;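 active = every valid replicate shows activation above 250% relative to neutral control wells; inactive = the rest, any valid replicate at or below 250%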;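 also: OY570 slx delta 5 strain wells were the positive control but not used for scaling; some compounds called inactive have numbers as strong as hits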
OPRM1-OPRD1 ag: OPRM1-OPRD1 heterodimerization agonism; hit rate 0.3% among 340,000; activation, % at 9.3 µM; cells, luminescence; P35372+P41143; in the data active = activation above about 18%;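 also: 0% = vehicle-treated cells and 100% = reference agonist; values of inactives mirror those of a sister screen read the other way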
PKA-R1A activ: PKA-R1A complex activation; P00514+P68181; PKA-R1A dissociation, Cy5-IP20 fluorescence polarization; scaled: DMSO 0%, 113 µM cGMP 100%; activation, % at 11.4 µM; hit rate 0.083% among 340,000;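 active = percent activation above the mean of all tested compounds plus 3 SD, cut at about 19% in these data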;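 also: higher means more PKAc released from R1A so a rise in polarization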
Pemphigus Ab inh: human desmoglein-3 autoantibody binding inhibition; P32926; binding (percent of control), % at 10 µM; DSG3-coupled beads, scFv-anti-DSG3-GFP binding, flow cytometry; hits give low values; hit rate 0.48% among 310,000; AID 588358;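 active = binding more than 3 SD below its plate's average and above zero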;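 also: hits lower antibody fragment binding to DSG3; some compounds called inactive have numbers as strong as hits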
Target sequence (P32926 whole entry, looked up, the tested form may be a part): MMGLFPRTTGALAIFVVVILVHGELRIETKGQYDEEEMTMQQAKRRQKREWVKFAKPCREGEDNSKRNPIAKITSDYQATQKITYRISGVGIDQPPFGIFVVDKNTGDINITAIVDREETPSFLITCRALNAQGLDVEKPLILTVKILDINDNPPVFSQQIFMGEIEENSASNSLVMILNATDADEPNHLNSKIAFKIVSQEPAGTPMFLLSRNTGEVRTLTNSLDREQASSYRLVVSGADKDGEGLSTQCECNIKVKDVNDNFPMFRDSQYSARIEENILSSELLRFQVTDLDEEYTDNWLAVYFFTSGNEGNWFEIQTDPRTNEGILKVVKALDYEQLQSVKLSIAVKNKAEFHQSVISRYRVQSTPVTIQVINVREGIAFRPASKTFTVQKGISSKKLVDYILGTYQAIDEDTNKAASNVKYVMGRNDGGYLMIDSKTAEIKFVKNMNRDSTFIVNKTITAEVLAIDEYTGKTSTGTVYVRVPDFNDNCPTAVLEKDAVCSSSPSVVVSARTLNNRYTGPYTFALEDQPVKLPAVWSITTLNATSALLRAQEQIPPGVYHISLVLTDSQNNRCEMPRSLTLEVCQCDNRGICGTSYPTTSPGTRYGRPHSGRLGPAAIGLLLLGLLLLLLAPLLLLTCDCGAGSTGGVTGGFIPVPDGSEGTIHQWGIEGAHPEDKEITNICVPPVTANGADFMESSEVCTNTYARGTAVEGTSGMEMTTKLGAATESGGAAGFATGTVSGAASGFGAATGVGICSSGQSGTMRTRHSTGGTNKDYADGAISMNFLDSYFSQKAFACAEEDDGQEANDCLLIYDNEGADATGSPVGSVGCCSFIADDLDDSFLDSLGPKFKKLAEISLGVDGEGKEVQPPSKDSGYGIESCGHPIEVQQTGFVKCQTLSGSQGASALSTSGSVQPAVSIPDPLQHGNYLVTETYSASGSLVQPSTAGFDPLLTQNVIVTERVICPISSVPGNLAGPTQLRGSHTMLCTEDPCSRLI
HTR5A inv ctr: inverse agonist of human HTR5A in OPRM1-OPRD1 counter-screen. HTR5A cell line, luminescence, inverse agonism. hit rate 0.083% among 340,000. P47898. inhibition, % at 9.3 µM; in the data active = inhibition mostly above about 23%, no sharp cut-off; inactive = mostly below about 18%;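 also: 0% = cells with DMSO and 100% = no-cell wells with DMSO; some compounds called inactive have numbers as strong as hits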
AddAB inh: less growth of phage-infected E. coli with AddAB. hit rate 0.29% among 330,000. AID 435030. inhibition, % at 11.9 µM. E. coli expressing H. pylori AddAB, absorbance growth; in the data active = inhibition above about 12%;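 also: 0% = vehicle wells of infected cells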
E coli growth: reduces bacterial viability in AddAB counter-screen | hit rate 0.27% among 330,000 | AID 449728 | E. coli V3065 growth, OD600 absorbance, 18 h | inhibition, % at 11.9 µM;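 active = inhibition above the campaign's mean inhibition across all tested compounds plus 3 SD, cut at about 9.9% in these data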;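 also: uninfected addAB+ strain grown without phage in ampicillin broth; 0% = DMSO wells and 100% = ciprofloxacin 0.95 µg/ml wells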
phage Ecoli inh: E. coli growth loss with phage present; AID 651602; hit rate 0.26% among 360,000; growth absorbance; inhibition, % at 11.9 µM; in the data active = inhibition above about 11%
PfHsp90 set2: inhibits growth of yeast expressing Plasmodium falciparum Hsp90 | S. cerevisiae expressing PfHsp90, BacTiter-Glo ATP, 48 h; yeast lacking PDR1 and PDR3 efflux regulators | inhibition, % at 9.4 µM | hit rate 0.32% among 310,000 | AID 504621;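 active = every replicate shows inhibition above about 80%, whatever the replicate mean, limit read from the data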;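 also: 0% = DMSO neutral controls and 100% = 20 µM radicicol positive controls; yeast relying on Plasmodium falciparum Hsp90 in place of its own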
OPRM1-OPRD1 inv: inverse agonists of human mu-delta opioid receptor heterodimerization; P35372+P41143; cell-based MOR-DOR heterodimer luminescence, inverse agonism; inhibition, % at 9.3 µM; hit rate 0.21% among 340,000; AID 504357; in the data active = inhibition above about 22%, passing the limit was not always enough;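 also: 0% = cells with DMSO and 100% = wells without cells with DMSO; values of inactives mirror those of a sister screen read the other way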
An asterisk follows results filed as active; i = inactive; x = no result given.

SMILES	HTR5A ag ctr	SUMO Mot1 rescue	OPRM1-OPRD1 ag	PKA-R1A activ	Pemphigus Ab inh	HTR5A inv ctr	AddAB inh	E coli growth	phage Ecoli inh	PfHsp90 set2	OPRM1-OPRD1 inv
COc1cccc(NC(=O)CN(C)C(=O)c2c(C)nn(CC(C)C)c2Cl)c1	5	-1	-1.1	-9	x	-15	2.1	1.1	3.9	-12	5
O=C(Nc1cnn(Cc2ccc(Cl)c(Cl)c2)c1)C12CC3CC(CC(C3)C1)C2	2	-10	2.9	-2	106	-6	0.7	1.5	2.8	24	-16
COc1ccccc1C(=O)NCC1(c2ccccc2)CCCC1	1	17	5.5	-5	102	-2	-0.9	0.2	4.1	-36	-27
CCCCCCCC(=O)OCC(COC(=O)CCCCCCC)OC(=O)CCCCCCC	2	77	-1.7	-1	101	-8	-1.4	-1.6	0.5	-15	9
Cc1oc(-c2ccc(Cl)cc2)nc1CN1CCCC(C(=O)NC2CC2)C1 (centres undefined)	-1	-5	0.1	-3	108	-2	3.7	0.6	4.3	-29	0
Cc1n[nH]c(C)c1S(=O)(=O)N1CCCC(C(=O)Nc2nccs2)C1 (centres undefined)	3	548	-0.8	3	97	-31	-2.7	-0.6	1.6	-5	4
Cn1[nH]c(=O)c(Cl)c(Cl)c1=O	-2	-16	-2.9	-1	x	6	2.0	-0.4	0.4	29	12
C/C(=N\NC(=O)c1ccccc1)c1cc2cc([N+](=O)[O-])ccc2oc1=O	6	12	-0.6	-9	95	12	1.3	-0.5	5.8	-17	3
COc1cccc(NC(=O)CN(C)C(=O)c2cc(S(=O)(=O)N3CCCCCC3)ccc2OC)c1	8	-21	-2.3	5	97	-2	1.6	0.6	2.6	-34	9
OCCN(Cc1cccnc1)Cc1ccccn1	4	x	17	2	97	-16	x	x	-0.2	-22	-89
CCOc1cc(/C=N/NC(=O)COc2cccc(C)c2)ccc1OC(=O)c1cccs1	4	2	-0.1	1	91	4	3.2	-0.7	0.2	-10	0
Oc1ccccc1-c1nnc(COc2ccccc2)o1	6	7	-1.7	0	109	-15	2.1	-2.2	1.8	-13	8
C=CC[C@@H](CC(=O)NCCO)C(=O)N[C@@H](COC(=O)[C@@H](CC=C)CC(=O)OC(C)(C)C)Cc1c[nH]c2ccccc12	-1	-2	-1.2	-14	103	-3	-1.6	-1.9	2.5	30	7
O=C(Nc1ccc(-c2ccc([N+](=O)[O-])cc2)cc1)c1ccccc1F	3	0	-1.0	-5	99	21	2.2	0.1	2.9	-13	5
C=CCC[C@@H](Cc1ccc(F)cc1)C(=O)OC[C@@H](Cc1c[nH]c2ccccc12)NC(=O)[C@@H](CC=C)CC(=O)N(CCO)Cc1ccccc1	4	-28	6.7	-14	99	-14	1.7	-2.1	2.9	-32	-31
O=C(NCCCn1cccn1)C1CCC(=O)N(Cc2cccc(C(F)(F)F)c2)C1 (centres undefined)	1	x	-1.5	-5	94	-4	3.6	1.7	1.0	-3	8
CCC(c1nnnn1Cc1ccc2c(c1)OCO2)N1CCN(c2ccc(F)cc2)CC1 (centres undefined)	2	10	0.1	-3	x	15	1.6	-0.1	-0.9	25	0
CCOc1ccccc1/C=C(\C#N)C1=CCCC1	1	-7	-0.6	-2	112	-2	2.5	0.3	0.9	0	3
C/C(=C\c1ccc2c(c1)OCO2)C1Nc2cccc3cccc(c23)N1	2	-10	-1.7	6	83	-7	-0.1	0.2	0.3	0	10
Cn1cccc1CNCc1ccccc1Cl	-2	-2	1.6	-9	101	-17	-2.8	-1.2	2.0	-4	-8
COCCNc1nc(N)c([N+](=O)[O-])c(Nc2ccc(F)cc2)n1	2	12	-0.4	10	90	-6	x	x	2.1	-11	2
COc1ccc(NCC(=O)N/N=C/C=C\c2ccccc2)cc1	3	74	-1.2	-12	80	-5	-1.6	-4.8	1.7	7	7
O=C(CNC(=O)c1ccncc1)N/N=C/c1cccc([N+](=O)[O-])c1	6	i	-2.2	-6	94	10	3.0	1.2	3.0	-8	10
COc1cc(Cl)c(C)cc1NC(=O)CN1C(=O)C2CC=CCC2C1=O (centres undefined)	-1	24	-1.8	-5	x	3	1.5	-1.1	2.4	-3	7
Cc1ccc(NC(=S)NCCO)c(C)c1	12*	22	-2.3	9	109	14	2.8	-0.2	-1.6	-46	10
Cc1ccc(CNC(=O)c2ccc3c(c2)S(=O)(=O)c2ccccc2C3=O)o1	-3	8	4.2	-1	101	1	-2.1	-3.6	3.0	0	-24
CCCCS(=O)(=O)N1C2=NC(C(=O)OC)=C(C(=O)OC)[C@@H]3N(C)c4ccc(OC)cc4[C@]23C[C@H]1C(=O)OC	-2	10	0.1	-6	106	-38	0.2	-0.9	x	-23	0
O=C(NNC(=O)c1ccccc1Br)c1ccccc1Cl	-2	28	-1.1	-7	99	-13	1.4	0.6	1.3	6	6
Cc1[nH]n(C(C)(C)C)c(=O)c1Sc1ccccc1	-1	-1	-3.6	-10	x	5	2.8	0.0	4.0	0	19
O=S(=O)(O)c1ccc(SCc2ccccc2)nc1	-1	3	0.4	-2	x	3	6.4	0.7	2.3	41	-2
CNC[C@@H]1Oc2c(NC(=O)Nc3ccc(F)cc3)cccc2C(=O)N([C@H](C)CO)C[C@@H]1C	-3	-7	-0.6	-1	100	-1	2.4	0.8	0.9	3	3
CC(C)N1CC(C(=O)Nc2ccc(Br)c(Cl)c2)CC1=O (centres undefined)	2	-10	-1.5	4	97	-6	0.5	0.3	0.2	-2	9
O=C(Cc1ccccc1)Nc1ccc(SC(F)F)cc1	3	20	3.3	-7	91	-21	7.5	3.0	5.9	-1	-22
COc1cc(OC)cc(C(=O)NCC(=O)NCc2ccccn2)c1	1	-15	-2.5	0	96	14	-1.3	-1.0	2.3	-6	10
O=C(/C=C/c1ccc(Br)o1)NCCCN1CCOCC1	-2	7	-1.3	-14	96	1	-1.3	0.2	3.0	-31	7
O=C(Nc1ccccc1C(=O)N1CCCC1)c1cccc(S(=O)(=O)N2CCCCCC2)c1	-8	-7	-0.3	-16	103	20	-1.1	-0.5	1.0	-10	2
CC(C)Cn1c(-c2ccccc2)nc(=S)c2c1CCCC2	-2	-28	0.5	-5	92	17	-0.9	0.0	3.5	-20	-3
Clc1ccc(NCc2cccnc2)cc1	1	20	-4.1	-2	95	-5	-2.2	-1.1	-1.9	16	19
CC(CCc1ccccc1)NS(=O)(=O)c1ccccc1 (centres undefined)	-3	19	-1.5	-17	90	8	0.5	0.5	4.9	-7	9
O=C(Cn1nnc(-c2ccccc2)n1)NNC(=O)c1ccccc1	0	-1	-1.2	-13	115	-1	0.0	-1.4	0.0	4	6
CC1Cc2ccccc2N1C(=O)CN(C)CC(=O)Nc1ccc(F)cc1 (centres undefined)	-4	-5	-1.6	1	102	1	-1.8	1.1	1.8	21	6

Compound profiles (already shown):
CC1Cc2ccccc2N1C(=O)CN(C)CC(=O)Nc1ccc(F)cc1 (centres undefined) across the screens: HTR5A ag ctr = -4; SUMO Mot1 rescue = -5; OPRM1-OPRD1 ag = -1.6; PKA-R1A activ = 1; Pemphigus Ab inh = 102; HTR5A inv ctr = 1; AddAB inh = -1.8; E coli growth = 1.1; phage Ecoli inh = 1.8; PfHsp90 set2 = 21; OPRM1-OPRD1 inv = 6
CNC[C@@H]1Oc2c(NC(=O)Nc3ccc(F)cc3)cccc2C(=O)N([C@H](C)CO)C[C@@H]1C across the screens: HTR5A ag ctr = -3; SUMO Mot1 rescue = -7; OPRM1-OPRD1 ag = -0.6; PKA-R1A activ = -1; Pemphigus Ab inh = 100; HTR5A inv ctr = -1; AddAB inh = 2.4; E coli growth = 0.8; phage Ecoli inh = 0.9; PfHsp90 set2 = 3; OPRM1-OPRD1 inv = 3
O=C(Cc1ccccc1)Nc1ccc(SC(F)F)cc1 across the screens: HTR5A ag ctr = 3; SUMO Mot1 rescue = 20; OPRM1-OPRD1 ag = 3.3; PKA-R1A activ = -7; Pemphigus Ab inh = 91; HTR5A inv ctr = -21; AddAB inh = 7.5; E coli growth = 3.0; phage Ecoli inh = 5.9; PfHsp90 set2 = -1; OPRM1-OPRD1 inv = -22

An excerpt from above, showing only phage Ecoli inh.
molecule | phage Ecoli inh
O=C(Nc1ccccc1C(=O)N1CCCC1)c1cccc(S(=O)(=O)N2CCCCCC2)c1 | 1.0
CC(C)Cn1c(-c2ccccc2)nc(=S)c2c1CCCC2 | 3.5
Clc1ccc(NCc2cccnc2)cc1 | -1.9

Screens as filed in PubChem BioAssay.
